SKN-1 block – inhibitors of C. elegans SKN-1 | 360,000 compounds, 0.49% hits | AID 624304 | C. elegans VP596 Pgst-4::GFP/RFP ratio, acrylamide-induced, 24 h | inhibition, % at 21.8 µM;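 active = interference check ratio from 0.5 to 1.5 plus GFP to RFP signal ratio inhibition reaching or exceeding a fixed threshold, cut at about 30% in these data, passing the limit was not always enough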; also: some compounds called inactive have numbers as strong as hits
Scp-1 inhibitor – blocks human Scp-1 phosphatase activity. Q9GZU7. Recombinant Scp1, phosphopeptide, malachite green phosphate absorbance. inhibition, % at 20 µM. 340,000 compounds, 0.88% hits;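 active = inhibition above about 50% at 20 µM, limit read from the data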;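 also: plate controls were DMSO wells with enzyme for no effect and wells lacking enzyme for full effect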
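Material: truncated SCP-1 phosphatase (76-261aa) / Buffer or medium: 50 mM Tris acetate pH 5.5, 0.005% Tween-20, 10 mM MgCl2 / Compound dosing: one concentration, 20 µM, with 1.0% DMSO / Incubation: 45 min room-temperature reaction, 5 min colour, 30 min stabiliser / Detection: colorimetric free-phosphate detection, absorbance 630 nm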
NadD inh – inhibitors of Staphylococcus aureus NadD; purified NadD enzyme, colorimetric absorbance read-out; inhibition, % at 20 µM; 360,000 compounds, 0.78% hits; AID 602399; in the data active = inhibition above about 26%; also: some compounds past the cut are filed as inactive
SUMO1-SIM PPI – alters human SUMO1 binding to SIM partners | P63165 | SUMO1 binding to a labelled peptide, TR-FRET, 1 h | inhibition, % at 20 µM | 360,000 compounds, 0.33% hits | AID 602429; in the data active = inhibition above about 37%
Target sequence (P63165 whole entry, looked up): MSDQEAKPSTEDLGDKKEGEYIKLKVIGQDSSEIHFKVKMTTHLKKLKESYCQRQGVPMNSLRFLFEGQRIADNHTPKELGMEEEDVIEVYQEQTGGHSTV
NRP1-CendR mod – alters CendR peptide binding to human NRP-1; O14786; FAM-RPARPAR peptide binding to NRP-1, fluorescence polarization; inhibition, % at 25 µM; 360,000 compounds, 0.85% hits; AID 602438;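 active = inhibition or corrected inhibition above about 18%, plus a signal ratio from 0.5 to 1.5, limit read from the data, passing the limit was not always enough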; also: strong numbers were not always called active
STEP inh – STEP (human) phosphatase inhibition | recombinant STEP, OMFP fluorogenic substrate, fluorescence | inhibition, % at 20 µM | 360,000 compounds, 0.25% hits;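 active = inhibition at 20 µM, scaled per plate between control wells, above about 37%, limit read from the data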;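 also: 0% = DMSO with enzyme and substrate and 100% = substrate only without enzyme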
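Measure: Control-normalized % inhibition with plate pattern correction | Test system: STEP phosphatase, cell-free reaction | Medium: pH 6.0 Bis-Tris with DTT and Tween 20 | Technique: Fluorescence, 480/540 nm | Times: Reaction 20 min, ambient temperature | Doses: Single compound dose of 20 µM, 1% DMSO final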
Tb MetRS inh – blocks T. brucei methionyl-tRNA synthetase activity. purified T. brucei MetRS, ATP depletion, Kinase-Glo luminescence. inhibition, % at 11.9 µM. 360,000 compounds, 0.4% hits;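 active = inhibition above a per-plate cutoff of the control wells' mean inhibition plus 3 SD, cut at about 5.5% in these data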;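 also: 0% = DMSO wells median and 100% = median of wells with control inhibitor compound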
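Measured by: Kinase-Glo luciferase luminescence reporting remaining unconsumed ATP. Material: purified T. brucei MetRS enzyme. Doses: 11.9 µM compound single dose, 0.9% DMSO. Medium: HEPES buffer containing pyrophosphatase, BSA, spermine, DTT. Times: 15 min preincubation, 2 h reaction, all 25 °C. Reagent: methionine, ATP and bulk E. coli tRNA.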
Neddylation inh – inhibitors of human cullin neddylation | TR-FRET cullin neddylation, biochemical | 360,000 compounds, 0.58% hits | calls only at 25 µM; in the data active = inhibition above about 36%
Target sequence (P61081 whole entry, looked up): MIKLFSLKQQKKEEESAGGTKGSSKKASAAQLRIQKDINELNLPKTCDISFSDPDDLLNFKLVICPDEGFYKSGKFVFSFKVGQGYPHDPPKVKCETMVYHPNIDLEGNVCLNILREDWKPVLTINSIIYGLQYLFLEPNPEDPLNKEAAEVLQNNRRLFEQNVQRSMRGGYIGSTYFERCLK
Target sequence (Q13564 whole entry, looked up): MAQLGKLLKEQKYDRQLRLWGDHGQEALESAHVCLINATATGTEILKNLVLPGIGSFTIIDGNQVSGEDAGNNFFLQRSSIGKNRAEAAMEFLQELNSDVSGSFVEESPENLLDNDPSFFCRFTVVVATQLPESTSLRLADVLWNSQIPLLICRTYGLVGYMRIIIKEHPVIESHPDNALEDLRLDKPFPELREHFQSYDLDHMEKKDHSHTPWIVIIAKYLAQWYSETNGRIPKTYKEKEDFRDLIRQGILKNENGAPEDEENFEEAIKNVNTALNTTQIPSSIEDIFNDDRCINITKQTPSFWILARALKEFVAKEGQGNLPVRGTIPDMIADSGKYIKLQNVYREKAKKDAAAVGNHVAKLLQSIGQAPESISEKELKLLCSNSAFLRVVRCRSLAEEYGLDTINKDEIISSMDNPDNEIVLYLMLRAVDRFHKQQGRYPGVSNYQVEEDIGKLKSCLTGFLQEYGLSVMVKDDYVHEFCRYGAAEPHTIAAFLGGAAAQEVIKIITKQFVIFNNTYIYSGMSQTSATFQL
DNMT1 block – DNMT1 (human) enzyme inhibition; AID 588458; inhibition (reported as % activation of signal), % at 10 µM; DNMT1 molecular beacon, Hinp1I cleavage, fluorescence; 360,000 compounds, 0.83% hits; in the data active = inhibition above about 50%
LMPTP block – blocks human LMPTP phosphatase | P24666 | recombinant LMPTP-A, OMFP fluorogenic substrate, fluorescence intensity | inhibition, % at 20 µM | 360,000 compounds, 0.22% hits;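 active = compounds that cut the enzyme signal by at least half of the control window in the single-dose screen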;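 also: plate controls were DMSO wells with enzyme plus substrate for no effect and substrate without enzyme for full effect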
Target sequence (P24666 whole entry, looked up): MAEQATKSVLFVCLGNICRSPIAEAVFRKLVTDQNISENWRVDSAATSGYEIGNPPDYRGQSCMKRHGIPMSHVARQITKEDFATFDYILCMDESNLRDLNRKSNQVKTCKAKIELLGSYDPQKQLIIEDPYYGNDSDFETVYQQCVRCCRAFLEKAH
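Test system: LMPTP-A phosphatase enzyme; input: 0.625 nM LMPTP-A final; reagent: OMFP substrate, 400 µM final; compound dosing: 20 µM single dose, 3% DMSO; incubation: 50 min dark incubation at room temperature; measured by: endpoint fluorescence intensity from OMFP dephosphorylation; measure: % inhibition relative to no-enzyme and uninhibited control wells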
* hit, by the source's call; i = inactive; / = not tested or not shown. An unsorted share of the library. About 4.6% of those tested had a hit in this group.

The opening three records as a preview:
Results follow in this order: SKN-1 block, Scp-1 inhibitor, NadD inh, SUMO1-SIM PPI, NRP1-CendR mod, STEP inh, Tb MetRS inh, Neddylation inh, DNMT1 block, LMPTP block
CCC(NC(=O)NCCCn1ccnc1)(C(F)(F)F)C(F)(F)F
 : 22, 0, -5, 1, 4, -4, -0.7, i, 0, -6.0
CCC1=C2CC[C@H]3C(=O)N(c4ccccc4)C(=O)[C@H]3[C@H]2[C@@]2(C)C(=NCC(=O)OC)OC(=O)N2C1=O
 : 4, -1, -6, 4, 3, 1, -0.3, i, 4, -0.6
Nc1c(C(=O)NC2CC2)sc2nc3c(c(-c4ccco4)c12)CC/C3=C/c1ccco1
 : 10, 84*, 93*, 95*, -172, 15, 0.6, i, 91*, 71*

The whole of this part, from the first entry:
Results follow in this order: SKN-1 block, Scp-1 inhibitor, NadD inh, SUMO1-SIM PPI, NRP1-CendR mod, STEP inh, Tb MetRS inh, Neddylation inh, DNMT1 block, LMPTP block
CCC(NC(=O)NCCCn1ccnc1)(C(F)(F)F)C(F)(F)F
 : 22, 0, -5, 1, 4, -4, -0.7, i, 0, -6.0
CCC1=C2CC[C@H]3C(=O)N(c4ccccc4)C(=O)[C@H]3[C@H]2[C@@]2(C)C(=NCC(=O)OC)OC(=O)N2C1=O
 : 4, -1, -6, 4, 3, 1, -0.3, i, 4, -0.6
Nc1c(C(=O)NC2CC2)sc2nc3c(c(-c4ccco4)c12)CC/C3=C/c1ccco1
 : 10, 84*, 93*, 95*, -172, 15, 0.6, i, 91*, 71*
CCc1ccc(NC(=O)C(C)OC(=O)CN2C(=O)NC3(CCCC3)C2=O)cc1 (stereo unspecified)
 : 13, -4, -1, -7, 8, 0, -0.4, i, 0, -2.2
CNc1c(N=Cc2cccnc2)c(=O)n(C)c(=O)n1C
 : -14, 1, -5, 2, 6, -1, -0.9, i, 4, -1.8
CC(NC(=S)N1CCOCC1)c1ccccc1 (stereo unspecified)
 : 7, -5, 3, 0, -3, -2, -0.2, i, -6, -1.5
CC(NC(=O)c1cc2ccccc2oc1=O)c1ccccc1 (stereo unspecified)
 : 11, -5, -4, -24, -2, 0, -0.2, i, -8, 0.6
CCOc1c2ccc(C(=O)NCc3ccc(OC(F)(F)F)cc3)cc2nn1CC
 : 27, -2, -3, -6, -5, 0, -0.3, /, -1, -0.2
CC1=C(C(=O)N2CCCCCC2)CC(CC(=O)NCCCCc2ccccc2)C(=O)N1Cc1ccccc1 (stereo unspecified)
 : -4, /, 0, 6, 12, 4, -0.2, i, -2, -0.7
CC1Sc2ccc(C(=O)Nc3ccc(S(=O)(=O)N(C)C)cc3)cc2NC1=O (stereo unspecified)
 : -2, -5, 5, 0, -10, 0, -0.2, i, -1, 1.3
C/C(=N\Nc1ccc(S(=O)(=O)N2CCOCC2)cc1[N+](=O)[O-])C(C)C
 : 6, -4, -4, -23, 4, 4, 0.3, i, 0, 0.7
Cc1ccc(NC(=O)CCc2ccc(S(=O)(=O)N3CCOCC3)cc2)c(C)c1
 : -7, -2, 0, -2, -7, -2, -0.1, i, -4, -0.3
COC(=O)c1ccc(C(=S)N2CCOCC2)cc1
 : -15, -2, -1, 1, -15, -6, -0.2, i, 0, -4.2
Nc1nc(COC(=O)CCC(=O)c2ccccc2)nc(Nc2ccccc2)n1
 : -2, -1, 14, 16, -5, 5, 0.2, i, -13, 2.4
O=C1CCCCC(=O)[C@H](O)C[C@H](c2ccccc2)O1
 : 8, /, 3, 9, -7, /, 0.0, i, /, -2.2
CCOC(=O)C1(C)CCCN(C(=O)c2ccccc2F)C1 (stereo unspecified)
 : 0, /, 7, -1, -9, 1, -0.2, i, 6, 0.0
CN(N=O)c1ccc(C=C2C=Cc3ccccc32)cc1
 : 18, -16, -3, -12, 1, 0, -0.4, i, -8, 0.0
COc1ccccc1CNC(=O)c1nn(-c2ccc(C)cc2)c(=O)c2c1c1ccccc1n2C
 : -24, -2, 7, 2, -1, 0, -0.7, i, -4, 2.9
C=CC[C@@H](CC(=O)N[C@@H](CO)Cc1ccccc1)C(=O)N[C@H](COC(=O)[C@@H](CC=C)Cc1ccc(F)cc1)C(C)(C)C
 : 9, -8, -7, 0, -1, 3, 0.5, i, 0, 1.4
Cc1cc(Oc2ccc3ccccc3c2)nc(SCC(=O)c2ccccc2)n1
 : 1, -2, 2, 10, -14, 2, 0.2, i, -4, 3.9
COc1ccc(OCc2cc(C(=O)NCC3CCOCC3)no2)c(Cl)c1
 : 18, -8, 3, 0, -3, 0, 1.4, i, -5, 0.7
Cc1nnc(SCC(=O)Nc2ccc(N3CCOCC3)cc2)o1
 : -6, 1, 1, -1, -3, 1, -0.2, i, 2, -2.2
COCCN(Cc1nc(C2(c3ccc(C)cc3)CCCC2)no1)C(C)C
 : 5, -1, -4, -2, -1, 0, -0.4, i, 9, 0.4
Fc1ccc(-c2nc3c4ccccc4ccn3c2Cc2ccccc2)cc1
 : 6, /, 8, -2, 5, -3, -0.3, i, 2, 0.0
O=C(c1ccccc1[N+](=O)[O-])n1cnc2ccccc21
 : -1, -5, 0, -17, 4, -2, -0.2, i, 2, 0.4
CC1(C)CC(=O)c2cc(C(=O)NNc3ccccc3)c(=O)n(-c3ccccc3)c2C1
 : 5, -5, 3, 7, -6, -2, -0.1, i, -1, 1.2
O=C(CN1CCCCC1)NCC1(c2ccccc2)CCCC1
 : -7, -9, -3, -2, 9, -3, -0.4, i, -2, -3.1
O=C1CC(c2cccc([N+](=O)[O-])c2)c2cc3c(cc2N1)CCC3 (stereo unspecified)
 : 1, -7, -4, -17, 6, -2, 0.1, i, -1, 1.7
Cc1ccc(Oc2cc(N3CCOCC3)nc(-c3ccccc3)n2)cc1
 : 5, -2, 2, -6, 3, 3, -0.6, i, -2, 2.4
COc1cccc(NC(=O)Cc2ccc3ccccc3c2)c1
 : -12, -4, -18, 1, 6, -6, 5.4, i, -3, -0.6

The last 2 compounds of the section before lead into the next:
Results follow in this order: SKN-1 block, Scp-1 inhibitor, NadD inh, SUMO1-SIM PPI, NRP1-CendR mod, STEP inh, Tb MetRS inh, Neddylation inh, DNMT1 block, LMPTP block
Cc1ccc(Oc2cc(N3CCOCC3)nc(-c3ccccc3)n2)cc1
 : 5, -2, 2, -6, 3, 3, -0.6, i, -2, 2.4
COc1cccc(NC(=O)Cc2ccc3ccccc3c2)c1
 : -12, -4, -18, 1, 6, -6, 5.4, i, -3, -0.6
CCOc1ccc(Cl)cc1S(=O)(=O)n1nnc2ccccc21
 : 16, -12, -7, -17, -6, -2, -0.4, i, -4, 0.7
COC(=O)c1ccc(COc2ccccc2/C=N/NC(N)=O)o1
 : 4, 5, 1, -12, -1, 0, -0.6, i, 3, -0.4
NC(=O)CC(NC(=O)Cc1ccc(Br)cc1)c1ccc(NCCOc2ccccc2)c([N+](=O)[O-])c1 (stereo unspecified)
 : 7, -11, -4, -2, -31, 1, -0.3, i, 9, 1.4
Cc1cc(SCCC(=O)O)nc2ccccc12
 : -4, 3, -6, 3, 7, 5, -0.5, i, -1, 0.0
COc1ccc(CNC(=O)c2cccnc2Sc2ccc(Cl)cc2)cc1
 : 6, -4, -1, 0, -1, -5, -0.6, i, 1, -0.5
O=C(COc1ccc(Br)cc1)NNC(=O)Cc1ccc(S(=O)(=O)N2CCOCC2)s1
 : -5, -1, -5, -4, -15, 0, -0.3, i, 1, 1.0
O=C(Nc1ccc(CN2CCOCC2)cc1)c1cc2ccccn2n1
 : 10, -12, -4, -1, 3, -2, 0.1, i, 0, -1.7
C/C(=N\NC(=O)c1ccc(-n2cnnn2)cc1)c1ccc(C)cc1
 : 29, -4, -3, -7, 1, 2, -0.5, i, 6, -0.4
COCC(=O)N/N=C\c1cccc(OC)c1OC/C=C/c1ccccc1
 : 0, -7, 0, -8, 3, 2, -0.2, i, -1, 1.0
CCCN1Cc2cc(OC)ccc2-c2ccccc2S1(=O)=O
 : -8, 7, -3, 3, -12, 0, -0.4, i, -2, -0.4
COc1cc(/C=C(\C#N)C(=O)Nc2ccccc2F)ccc1OCCN1CCOCC1
 : 9, 5, -4, -27, 3, 2, -0.7, i, 0, 1.9
COC(=O)CNC(=O)CN1c2cccc3cccc(c23)S1(=O)=O
 : -1, -3, -5, -7, 5, -2, -0.1, /, -2, 0.0
O=C(C[n+]1cccc(Br)c1)c1ccccc1
 : -10, -5, -1, -4, 7, -4, -0.7, i, 0, -1.2
O=C(NC(=S)Nc1cccc(O)c1)C1CCCCC1
 : -1, 7, 1, 1, 3, -3, 0.1, i, 1, -1.5
Cc1cccc(OCC(=O)NCC(C)(C)N2CCOCC2)c1
 : -14, 0, 9, 4, 4, 0, 0.3, i, 4, -1.5

Reprinted from the part before: 2 entries; new compounds follow.
Results follow in this order: SKN-1 block, Scp-1 inhibitor, NadD inh, SUMO1-SIM PPI, NRP1-CendR mod, STEP inh, Tb MetRS inh, Neddylation inh, DNMT1 block, LMPTP block
O=C(NC(=S)Nc1cccc(O)c1)C1CCCCC1
 : -1, 7, 1, 1, 3, -3, 0.1, i, 1, -1.5
Cc1cccc(OCC(=O)NCC(C)(C)N2CCOCC2)c1
 : -14, 0, 9, 4, 4, 0, 0.3, i, 4, -1.5
CC(C)(C)NC(=O)C(c1ccsc1)N(CCc1ccccc1)C(=O)Cn1nnc2ccccc21 (stereo unspecified)
 : 12, -9, -2, 0, 0, 2, 0.2, i, 9, 0.0
Cc1ccc(C2=NOC(C)(c3nnc(-c4ccncc4)o3)C2)cc1 (stereo unspecified)
 : 32, -6, 1, 0, -16, 2, -0.2, i, -2, -0.3
c1ccc(-c2cn3nc(-c4ccccc4)cnc3n2)cc1
 : 12, 2, 4, -13, -16, 0, -0.1, i, 11, -1.4
O=C(O)c1ccc(N2CCCCC2)cc1
 : -7, 2, 1, -2, 6, -2, -0.3, i, 0, -0.4
Cc1c(C(=O)NCC2COc3ccccc3O2)oc2ccc(S(=O)(=O)N3CC(C)CC(C)C3)cc12 (stereo unspecified)
 : 9, -5, 8, -1, -1, 7, -0.6, i, 0, 4.6
O=C(CCNS(=O)(=O)c1ccc(Cl)cc1)N1CCN(c2ncccn2)CC1
 : 18, -8, -3, 0, -3, 3, 0.1, i, -4, 0.2
CCOC(=O)N1CCN(C(=O)C2CCN(c3nnc(-n4cccc4)s3)CC2)CC1
 : 4, -7, 4, 6, 10, 2, 0.7, i, 0, -0.5
N#CCC(=O)c1sccc1-n1cccc1
 : 5, -8, 2, 13, -23, -3, 0.3, i, -3, 0.2

Screening data deposited in PubChem by several laboratories.
